Bioassay records as filed in PubChem.
esBAF inh – Bmi1 luciferase reporter increase in mESCs, primary screen, esBAF inhibitor project, mouse ES cells, Bmi1 luciferase knock-in, single point | 24 h; 100% = twice the neutral-well signal | reporter increase, % at 12.5 µM | actives 2% (n = 350,000); in the data active means activation above about 40%;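 further: 0% = median of the plate's neutral control wells and 100% = double that signal; a rise in the Bmi1 reporter signal indicates esBAF inhibition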
RAD54 branch – inhibitors of human RAD54 branch migration, primary screen, biochemical, fluorescence, single point; RAD54 Holliday junction branch migration, FAM/BHQ fluorescence; AID 602329, 2012; actives 0.14% (n = 360,000); inhibition, % at 10.4 µM;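 active means mean normalized replicate activity at least 40 and at least half of replicates scoring 40 or more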;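 further: 0% = median of neutral control wells and 100% = median of positive control wells; inhibitors cause a drop in the FAM fluorescence signal; in these data hits start at about 50%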
Target sequence (Q92698 whole entry, looked up): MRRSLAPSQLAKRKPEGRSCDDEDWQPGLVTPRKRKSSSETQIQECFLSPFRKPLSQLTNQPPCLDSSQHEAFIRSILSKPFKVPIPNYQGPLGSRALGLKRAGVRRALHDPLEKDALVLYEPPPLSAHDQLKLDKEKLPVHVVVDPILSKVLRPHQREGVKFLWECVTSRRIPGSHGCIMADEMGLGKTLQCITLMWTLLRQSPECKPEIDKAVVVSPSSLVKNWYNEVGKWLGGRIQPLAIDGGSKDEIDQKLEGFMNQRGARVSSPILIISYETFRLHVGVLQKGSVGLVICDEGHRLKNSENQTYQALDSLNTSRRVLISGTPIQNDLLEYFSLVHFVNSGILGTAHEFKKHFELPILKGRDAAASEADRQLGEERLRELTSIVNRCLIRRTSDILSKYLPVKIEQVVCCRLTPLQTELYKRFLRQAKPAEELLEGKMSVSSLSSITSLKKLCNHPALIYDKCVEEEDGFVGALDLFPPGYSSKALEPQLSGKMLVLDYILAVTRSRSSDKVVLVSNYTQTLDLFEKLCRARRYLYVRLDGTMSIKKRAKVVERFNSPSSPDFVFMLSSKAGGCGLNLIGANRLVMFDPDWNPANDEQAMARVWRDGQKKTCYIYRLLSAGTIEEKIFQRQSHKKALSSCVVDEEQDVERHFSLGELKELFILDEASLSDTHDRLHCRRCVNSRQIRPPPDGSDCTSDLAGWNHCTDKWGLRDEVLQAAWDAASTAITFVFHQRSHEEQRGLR
FN deposition inh – inhibitors of fibronectin matrix deposition, primary screen, AH1F cells, Alexa488-fibronectin fluorescence, plate reader; AH1F fibroblasts, overnight; inhibition, % at 12.6 µM; actives 0.086% (n = 350,000);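 active means mean inhibition across replicates of 30% or more, regardless of how many single replicates reach that level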;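 further: positive control wells lacked labelled fibronectin entirely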
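Test system: AH1F fibroblast monolayer depositing Alexa488-labelled fibronectin into matrix. Input: 10000 cells per well. Technique: fluorescence, ex 485 nm, em 525 nm. Buffer or medium: DMEM plus 2% serum, read in PBS. Timing: 1 h cell adhesion before compound, then overnight fibronectin incubation. Compound: single dose, pinned. Read-out basis: inhibition from reduced deposited-fibronectin fluorescence.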
* marks the source's active call; other numbers are inactive results. Only part of the results is shown (hit frequency here may not be typical).

Screening C=CCn1c(-c2ccc(Cl)cc2)ccc(C#N)c1=O returned esBAF inh -5, RAD54 branch -7 and FN deposition inh 1.
CC(C)CCSc1nc(N2CCOCC2)c2c(c1C#N)CC(C)(C)OC2 was read as esBAF inh -7, RAD54 branch -6 and FN deposition inh 4.
CC(=O)Nc1nc(C)c(Oc2ccccc2)c(=O)[nH]1 was read as esBAF inh -7, RAD54 branch -11 and FN deposition inh -4.
Screening S=c1[nH]nc(-c2ccco2)n1/N=C/c1ccc(Br)s1 returned esBAF inh -4, RAD54 branch 6 and FN deposition inh -5.
For COCCCNC(=O)c1sc2ncnc(N3CCc4ccccc4C3)c2c1C the results were esBAF inh 7, RAD54 branch -3 and FN deposition inh 4.
`COC(=O)c1ccccc1NC(=S)NC(=O)CC(C)C` gave esBAF inh -7, RAD54 branch -6 and FN deposition inh -7.
O=C(Nc1cccc(Br)c1)/C(=C\c1cccnc1)NC(=O)c1ccco1 was read as esBAF inh 3, RAD54 branch 13 and FN deposition inh 0.
For O=C(O)CCCC(=O)Nc1cccc2cccnc12 the results were esBAF inh -2, RAD54 branch -1 and FN deposition inh 3.
Cc1ccsc1C(=O)NC(C)c1ccc2c(c1)OCO2 (centres undefined) was read as esBAF inh 5, RAD54 branch 7 and FN deposition inh -1.
For Cn1nc(CC(=O)Nc2ccc3c(c2)CCC3)c2ccccc2c1=O the results were esBAF inh -32, RAD54 branch 1 and FN deposition inh 1.
CC(=O)c1nn(-c2ccc(Br)cc2)cc1C(=O)c1ccco1 was read as esBAF inh -6, RAD54 branch 0 and FN deposition inh 5.
Cc1ccc(Cl)cc1N1CCN(S(=O)(=O)c2c(C)[nH]c(=O)[nH]c2=O)CC1 was read as esBAF inh -2, RAD54 branch 3 and FN deposition inh -4.
CCC(=O)Nc1cccc(NC(=O)CSc2nnnn2C)c1 was read as esBAF inh -3, RAD54 branch -1 and FN deposition inh 13.
`O=S1CCCSC1c1cccnc1` (centres undefined) gave esBAF inh -7, RAD54 branch -3 and FN deposition inh -11.
Screening Cc1cc(Cl)c(S(=O)(=O)NC2CCCC2)cc1OCC(=O)NC1CCCCC1 returned esBAF inh 6, RAD54 branch -12 and FN deposition inh 18.
For CS(=O)(=O)N1CCC(C(=O)Nc2c(F)cccc2F)CC1 the results were esBAF inh 4, RAD54 branch -6 and FN deposition inh -40.
`COc1ccc(OC)c(NC(=S)NN2CCOCC2)c1` gave esBAF inh -19, RAD54 branch 2 and FN deposition inh -2.
COc1ccc(-c2cc3ccccc3n2CC(O)CNC(CO)(CO)CO)cc1 (centres undefined) was read as esBAF inh 8, RAD54 branch -7 and FN deposition inh 12.
Screening O=S(=O)(Cc1ccccc1Cl)CC(O)COc1ccccc1Cl (centres undefined) returned esBAF inh 16, RAD54 branch -1 and FN deposition inh -2.
O=C(Cn1c(=O)[nH]n(-c2ccccc2)c1=O)N1CCCc2ccccc21 was read as esBAF inh -8, RAD54 branch -4 and FN deposition inh 6.
For COc1cc(OC)c(NC(=O)Nc2ccc(OC)c(OC)c2)cc1Cl the results were esBAF inh 2, RAD54 branch 6 and FN deposition inh -3.
`CC(C)OCCCNC(=O)c1ccc(NC(=O)C2CCCO2)cc1` (centres undefined) gave esBAF inh -2, RAD54 branch -6 and FN deposition inh -7.
O=C(OC(C(=O)NC1CCCC1)c1ccncc1)C1=Cc2ccccc2OC1 (centres undefined) was read as esBAF inh -5, RAD54 branch -5 and FN deposition inh 2.
For CSc1nc(C)c(Cl)c(C)c1C#N the results were esBAF inh -9, RAD54 branch 2 and FN deposition inh 3.
COc1cc(OC)c(NC(=O)CCNC(=O)Cn2ccc3ccccc3c2=O)cc1Cl was read as esBAF inh 0, RAD54 branch 1 and FN deposition inh 0.
Screening O=C(NCC(c1cccnc1)N1CCOCC1)c1cccs1 (centres undefined) returned esBAF inh -2, RAD54 branch 1 and FN deposition inh -5.
`CCOC(=O)C1CCN(CC(O)COc2ccc(C(=O)CC)cc2)CC1` (centres undefined) gave esBAF inh -7, RAD54 branch -5 and FN deposition inh -1.
Screening O=C(N/N=C/C=C/c1ccccc1)c1ccccc1Br returned esBAF inh 7, RAD54 branch -6 and FN deposition inh -1.
Screening C=CCc1cccc(OC)c1OCCOCCNCCO returned esBAF inh -6, RAD54 branch 3 and FN deposition inh -3.
Cc1onc(-c2ccccc2Cl)c1C(=O)N(Cc1nc(-c2ccccc2)no1)C1CCCCC1 was read as esBAF inh 11, RAD54 branch 5 and FN deposition inh 0.
Screening Cc1ccc(NC(=O)c2cc([N+](=O)[O-])ccc2NCc2cccnc2)cc1 returned esBAF inh -1, RAD54 branch 11 and FN deposition inh 14.
`Cn1c(NCc2cccc(Br)c2)nc2ccccc21` gave esBAF inh 1, RAD54 branch -7 and FN deposition inh -9.
CCCCC(=O)Nc1ccc(NC(=O)CC)cc1OC was read as esBAF inh 3, RAD54 branch -11 and FN deposition inh -5.
Screening O=C(c1cc2ccccc2oc1=O)N1CCN(Cc2ccc3c(c2)OCO3)CC1 returned esBAF inh -4, RAD54 branch -7 and FN deposition inh 0.
For O=C(CSCc1ccc(Cl)cc1)N/N=C/c1ccc(Cl)cc1Cl the results were esBAF inh 1, RAD54 branch -2 and FN deposition inh -6.
Screening Cc1cc(NC(=O)CSc2nnc(C3CC3)n2C)no1 returned esBAF inh -5, RAD54 branch 4 and FN deposition inh -3.
CC(=O)c1cccc(NC(=O)C2CCN(S(=O)(=O)c3c(C)n[nH]c3C)CC2)c1 was read as esBAF inh -2, RAD54 branch -9 and FN deposition inh 14.
`CC(=O)c1ccc(NC(=O)C2(c3ccccc3)CCOCC2)cc1` gave esBAF inh 55*, RAD54 branch -5 and FN deposition inh 8.
`CCCN(CCC)S(=O)(=O)c1ccc(C(=O)N2CCCc3ccccc32)cc1` gave esBAF inh -25, RAD54 branch 6 and FN deposition inh 5.
For Cc1ccc(C2C(C(=O)c3cc4ccccc4o3)=C(O)C(=O)N2CCN2CCOCC2)o1 (centres undefined) the results were esBAF inh 15, RAD54 branch 0 and FN deposition inh -4.
Screening O=C(CCc1ccc(Oc2cc([N+](=O)[O-])cc([N+](=O)[O-])c2)cc1)N1CCCCC1 returned esBAF inh 1, RAD54 branch 6 and FN deposition inh 8.
`CCc1cc(C(=O)Cc2cnn(-c3ccccc3)c2)c(O)cc1O` gave esBAF inh 1, RAD54 branch -1 and FN deposition inh 2.
Screening COc1ccc(CCNC(=O)COC(=O)c2cnc(C)cn2)cc1OC returned esBAF inh -3, RAD54 branch 3 and FN deposition inh -11.
Screening COc1ccc(C(=O)N2CCN(c3ccccn3)CC2)cc1 returned esBAF inh -3, RAD54 branch 8 and FN deposition inh 3.
CC(=O)NC(=O)NC1OC(=O)C(Cl)=C1Cl (centres undefined) was read as esBAF inh -2, RAD54 branch -10 and FN deposition inh 7.
For Cc1ccc(C)c(N2CCN(C(=O)CCS(=O)(=O)c3cccc4nonc34)CC2)c1 the results were esBAF inh 3, RAD54 branch 5 and FN deposition inh -8.
`COc1ccc(C2C(C(=O)NCC3CCCO3)c3cc(OC)c(OC)cc3C(=O)N2C)cc1OC` (centres undefined) gave esBAF inh -11, RAD54 branch -15 and FN deposition inh 2.
CCOc1cc(C2C3=C(CCCC3=O)NC3=C2C(=O)CCC3)cc(Cl)c1O was read as esBAF inh -5, RAD54 branch -6 and FN deposition inh -11.
Screening COC(=O)c1ccc(NC(=O)CSc2nc3cccnc3n2C)cc1 returned esBAF inh -21, RAD54 branch 5 and FN deposition inh 9.
For CC(=O)Nc1cccc(NC(=O)C2CCCN2C(=O)Nc2cccc(C)c2)c1 (centres undefined) the results were esBAF inh -7, RAD54 branch 3 and FN deposition inh 2.
`COc1ccc(N2CS(=O)(=O)/C(=C/N(C)C)C2=O)cc1` gave esBAF inh -1, RAD54 branch -6 and FN deposition inh -24.
For COC(=O)CCC(=O)NNC(=O)c1ccc(Br)cc1 the results were esBAF inh 6, RAD54 branch -4 and FN deposition inh 5.
COC(=O)COc1cccc(NC(=O)c2cccs2)c1 was read as esBAF inh 9, RAD54 branch -4 and FN deposition inh 2.
Cc1cc(N2CCN(S(=O)(=O)c3ccccc3)CC2)c2ccccc2n1 was read as esBAF inh 6, RAD54 branch 12 and FN deposition inh 2.
Screening CC1(C)CN(c2ccccc2)N(Cc2ccc(F)cc2)C1=O returned esBAF inh -1, RAD54 branch -5 and FN deposition inh -8.
O=C(CCS(=O)(=O)c1cccs1)Nc1ccc(C(=O)NCc2ccc(F)cc2)cc1 was read as esBAF inh 1, RAD54 branch 10 and FN deposition inh -6.
For COCCn1c(C)cc(C(=O)CSc2nnc(-c3cccnc3)n2-c2ccccc2F)c1C the results were esBAF inh -2, RAD54 branch 9 and FN deposition inh 23.
C=C(C)c1ccc(C(C)(C)NC(=O)N(Cc2ccccc2)Cc2ccco2)cc1 was read as esBAF inh -2, RAD54 branch 3 and FN deposition inh -7.
`CCOC(=O)c1[nH]c2ccc(Br)cc2c1NC(=O)CNC` gave esBAF inh 12, RAD54 branch -2 and FN deposition inh 11.
Screening Cc1ccc2c(c1)N(CC(=O)O)C(=O)CO2 returned esBAF inh 0, RAD54 branch -4 and FN deposition inh -5.
`CCOC(=O)COc1c(Br)cc(/C=C2\SC(=O)N(CC(=O)N3CCCC3)C2=O)cc1OC` gave esBAF inh 1, RAD54 branch 4 and FN deposition inh -1.
Screening CCCCNC(=O)NCC(=O)Nc1ccc(F)c(F)c1 returned esBAF inh -7, RAD54 branch -6 and FN deposition inh -1.
CCn1c(SCC(=O)c2ccc(Cl)cc2)nnc1-c1ccoc1C was read as esBAF inh 9, RAD54 branch -6 and FN deposition inh 5.
COc1ccc(-n2c(C)nn(C)c2=O)cc1 was read as esBAF inh -6, RAD54 branch 3 and FN deposition inh 7.
`CC(C)Cn1c(C(C)C)nc([N+](=O)[O-])c1S(=O)(=O)c1ccc(F)cc1` gave esBAF inh 18, RAD54 branch -2 and FN deposition inh -9.
`Cc1ccc(Cn2cccc(NC(=O)c3ccco3)c2=O)cc1` gave esBAF inh 33, RAD54 branch 16 and FN deposition inh -2.
Screening CSc1nc(C)cc(SCC(=O)Nc2ccc(Cl)cc2Cl)n1 returned esBAF inh 1, RAD54 branch 9 and FN deposition inh 15.
`NC(=O)CSc1nnc(-c2ccco2)n1N` gave esBAF inh 6, RAD54 branch -6 and FN deposition inh -4.
For COc1ccc(NS(=O)(=O)c2ccc3oc4ccccc4c3c2)cn1 the results were esBAF inh 1, RAD54 branch 10 and FN deposition inh -2.
C=CCOC(=O)c1ccc(-n2cncn2)nc1 was read as esBAF inh -7, RAD54 branch -2 and FN deposition inh -6.
Cn1c(=O)c(=O)n(C)c2cc(S(=O)(=O)N3CCc4ccccc43)ccc21 was read as esBAF inh -2, RAD54 branch 22 and FN deposition inh 10.
For Cc1cc(N2C(=O)C(O)=C(C(=O)c3cccs3)C2c2ccccc2)no1 (centres undefined) the results were esBAF inh -8, RAD54 branch 0 and FN deposition inh 6.

Gathered by group: those above containing an aryl thioether with sulfur outside any ring.
CC(C)CCSc1nc(N2CCOCC2)c2c(c1C#N)CC(C)(C)OC2 was read as esBAF inh -7, RAD54 branch -6 and FN deposition inh 4.
CCC(=O)Nc1cccc(NC(=O)CSc2nnnn2C)c1 was read as esBAF inh -3, RAD54 branch -1 and FN deposition inh 13.
For CSc1nc(C)c(Cl)c(C)c1C#N the results were esBAF inh -9, RAD54 branch 2 and FN deposition inh 3.
Screening Cc1cc(NC(=O)CSc2nnc(C3CC3)n2C)no1 returned esBAF inh -5, RAD54 branch 4 and FN deposition inh -3.
Screening COC(=O)c1ccc(NC(=O)CSc2nc3cccnc3n2C)cc1 returned esBAF inh -21, RAD54 branch 5 and FN deposition inh 9.
For COCCn1c(C)cc(C(=O)CSc2nnc(-c3cccnc3)n2-c2ccccc2F)c1C the results were esBAF inh -2, RAD54 branch 9 and FN deposition inh 23.
CCn1c(SCC(=O)c2ccc(Cl)cc2)nnc1-c1ccoc1C was read as esBAF inh 9, RAD54 branch -6 and FN deposition inh 5.
Screening CSc1nc(C)cc(SCC(=O)Nc2ccc(Cl)cc2Cl)n1 returned esBAF inh 1, RAD54 branch 9 and FN deposition inh 15.
`NC(=O)CSc1nnc(-c2ccco2)n1N` gave esBAF inh 6, RAD54 branch -6 and FN deposition inh -4.

2 entries drawn at random from the list so far, as already listed:
`CCOC(=O)COc1c(Br)cc(/C=C2\SC(=O)N(CC(=O)N3CCCC3)C2=O)cc1OC` gave esBAF inh 1, RAD54 branch 4 and FN deposition inh -1.
For COc1ccc(NS(=O)(=O)c2ccc3oc4ccccc4c3c2)cn1 the results were esBAF inh 1, RAD54 branch 10 and FN deposition inh -2.
